Bioassay records (PubChem)
AP complement = orthogonal test for alternative complement pathway inhibitors; inhibition, % at 5 µM; 62,000 tested, 0.08% active; Human serum alternative complement pathway, LPS-coated ELISA, C3 deposition; tested in compound mixtures; AID 1235;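 active = inhibition above 30% in each of the two pooled mixtures holding the compound, so the lower value exceeds 30%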;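 also: 0% = serum in Mg-EGTA without compound and 100% = EDTA serum blank; some compounds past the cut are filed as inactive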
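Assay system: Human serum alternative complement pathway, C3 deposition on LPS-coated wells | Incubation: 1 h serum-compound exposure at 37 °C | Doses: 5 µM per compound in ten-compound mixtures | Read-out: Percent inhibition | Technique: ELISA with HRP anti-human C3 antibody, TMB substrate, absorbance 450 nm | Replication: Two pool placements per compound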
C1s inh = blocks human complement C1s protease activity. AID 538. P09871. purified C1s, fluorogenic AMC substrate, pooled mixtures. mean inhibition % of two 10-compound mixtures (stronger effect = higher value), % at 5 µM (by protocol). 62,000 tested, 0.16% active;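 active = inhibition above 20% in each of the two 10-compound mixture wells holding the compound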;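 also: 0% = enzyme wells lacking compound mixture and 100% = no-enzyme blank wells; some compounds called inactive have numbers as strong as hits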
Target sequence (P09871 16-437 limits assumed): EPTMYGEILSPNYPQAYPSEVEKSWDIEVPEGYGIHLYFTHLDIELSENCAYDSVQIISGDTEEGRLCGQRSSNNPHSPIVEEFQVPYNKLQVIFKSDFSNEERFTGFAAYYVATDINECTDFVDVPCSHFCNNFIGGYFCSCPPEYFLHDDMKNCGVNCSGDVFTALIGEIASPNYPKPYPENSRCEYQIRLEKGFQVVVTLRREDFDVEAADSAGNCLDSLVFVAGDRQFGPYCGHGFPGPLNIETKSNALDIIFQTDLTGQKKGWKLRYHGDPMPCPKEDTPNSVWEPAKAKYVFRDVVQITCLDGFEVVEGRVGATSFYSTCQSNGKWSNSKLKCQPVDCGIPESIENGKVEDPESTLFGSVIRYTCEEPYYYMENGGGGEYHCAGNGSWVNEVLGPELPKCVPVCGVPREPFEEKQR
Target sequence (P09871 438-688 limits assumed): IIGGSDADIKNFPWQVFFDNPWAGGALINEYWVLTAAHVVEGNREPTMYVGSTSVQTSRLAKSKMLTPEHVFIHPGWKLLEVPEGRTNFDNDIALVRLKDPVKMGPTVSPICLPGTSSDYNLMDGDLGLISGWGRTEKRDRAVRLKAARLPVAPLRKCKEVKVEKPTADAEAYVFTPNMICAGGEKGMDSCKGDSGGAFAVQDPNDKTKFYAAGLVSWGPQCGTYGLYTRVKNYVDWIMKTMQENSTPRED
CatS inh = human cathepsin S inhibition; recombinant cathepsin S, AMC dipeptide fluorescence, pooled mixtures; AID 501; P25774; 62,000 tested, 0.06% active; inhibition, %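 (tested at 5 µM per compound within 10-compound mixtures)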; in the data active = inhibition above about 32%, passing the limit was not always enough;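 also: 0% = enzyme without compound and 100% = blank without enzyme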
CatG inh = inhibitors of human cathepsin G. P08311. purified enzyme, AMC-tetrapeptide fluorescence, pooled mixtures. inhibition, % at 5 µM (by protocol). 62,000 tested, 0.2% active;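 active = inhibition above 20% in each of the two mixture wells holding the compound; inactive = inhibition of 20% or less in either well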;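 also: 0% = enzyme control without mixture and 100% = blank lacking enzyme; strong numbers were not always called active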
Target sequence (P08311 21-244 limits assumed): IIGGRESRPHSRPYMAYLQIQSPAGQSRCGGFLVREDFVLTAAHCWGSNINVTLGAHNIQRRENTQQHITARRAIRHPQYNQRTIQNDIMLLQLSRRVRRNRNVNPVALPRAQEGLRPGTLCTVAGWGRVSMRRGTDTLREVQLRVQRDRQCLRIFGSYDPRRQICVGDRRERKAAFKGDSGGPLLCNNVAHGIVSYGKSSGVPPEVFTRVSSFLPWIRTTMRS
FXIa mix inh = inhibitors of human coagulation factor XIa, pooled mixtures; purified FXIa, fluorogenic substrate; inhibition, % at 5 µM; 62,000 tested, 0.19% active; AID 680; in the data active = inhibition above about 20%, passing the limit was not always enough;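 also: each value is inhibition by a whole ten-compound pool holding the compound; 0% = enzyme with no mixture and 100% = wells lacking enzyme; strong numbers were not always called active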
Ec RNAP inh = inhibitors of Escherichia coli RNA polymerase; P0A8V2; E. coli RNA polymerase, fluorescence transcription assay; inhibition, %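 (tested at 10 µM)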; 62,000 tested, 0.2% active; AID 559; in the data active = inhibition above about 20%;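 also: 0% = enzyme without compound and 100% = no enzyme blank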
CatL inh = inhibitors of human cathepsin L; 58,000 tested, 0.17% active; AID 460; inhibition, %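 (tested at 10 µM)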; purified cathepsin L, fluorogenic substrate, fluorescence; in the data active = inhibition above about 45%;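 also: 0% = enzyme with no compound and 100% = no enzyme blank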
CatB mixtures = human cathepsin B inhibition by mixtures; Purified cathepsin B, AMC dipeptide fluorescence, compound mixtures; P07858; inhibition, %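 (ten-compound pools at 5 µM per compound and 50 µM total)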; 62,000 tested, 0.06% active; in the data active = inhibition above about 22%, passing the limit was not always enough;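 also: 0% = enzyme without compound and 100% = no enzyme blank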
CatB block = human cathepsin B inhibition; purified cathepsin B, fluorogenic substrate, fluorescence; inhibition, %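 (tested at 10 µM)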; 63,000 tested, 0.1% active; AID 453; in the data active = inhibition above about 21%;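 also: 0% = enzyme with no compound and 100% = no enzyme blank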
* = called active by the depositor; . = no result given.

mol | CatL inh | FXIa mix inh | Ec RNAP inh | CatG inh | CatB block | CatB mixtures | C1s inh | AP complement | CatS inh
COCCCN1C(=O)C(=O)/C(=C(/O)c2ccc(OC(C)C)cc2)C1c1cccnc1 (centres undefined) | -4 | 8 | 0 | -1 | -5 | 5 | 0 | 18 | -2
CC1CCN(c2nc3c(c(=O)n(C)c(=O)n3C)n2Cc2ccccc2)CC1 | -2 | 6 | -11 | 3 | 0 | -6 | 1 | 9 | 4
CC(C)(C)c1ccc(OCC(=O)NCc2ccco2)c(Br)c1 | 3 | -12 | 4 | -35 | 10 | 1 | -9 | -20 | 4
COCCNC(=O)CN1C(=O)CSc2ncccc21 | 0 | 5 | 2 | 6 | 0 | 4 | 3 | 9 | -11
COc1ccc(N2CC(C(=O)NCCc3ccc(OC)c(OC)c3)CC2=O)cc1 (centres undefined) | -3 | 1 | 2 | -3 | 2 | 5 | -3 | 13 | -8
COc1cc(NC(=O)C2CCCN2C(=O)C2CCC(C)CC2)cc(OC)c1OC (centres undefined) | 10 | 4 | 4 | 5 | -3 | -4 | -3 | 1 | 1
CCn1c(SCC(=O)O)nnc1-c1cc2c(C)nn(-c3ccccc3)c2s1 | -8 | 9 | 1 | 5 | -3 | -4 | -1 | 7 | 0
c1ccc2sc(N3CN(CCN4CCOCC4)CN(c4nc5ccccc5s4)C3)nc2c1 | 2 | 7 | 11 | 8 | 2 | 3 | 13 | 24 | 1
COc1ccccc1-c1nc(-c2ccc(Br)cc2)no1 | 7 | 3 | 8 | 8 | 7 | 3 | 7 | 11 | -2
O=C(Cn1c(=O)oc2ccccc21)Nc1ccc2c(c1)OCCO2 | 9 | 2 | 11 | 9 | -1 | -6 | 4 | 3 | 11
COc1ccc(CN2C(=O)c3cccnc3C2Nc2cc(Cl)c(OC)cc2OC)cc1 (centres undefined) | -5 | 9 | 4 | -1 | -5 | 8 | -31 | 18 | -5
CSC1=NCCN1C(=O)c1ccc(Br)o1 | . | 5 | 4 | -10 | 10 | 8 | -26 | -3 | 8
CCOc1ccc(OCC)c(NC(=O)Cn2cccc2)c1 | 3 | 2 | -2 | -11 | 0 | 0 | -9 | -5 | 2
COc1ccccc1NS(=O)(=O)c1ccc(Cl)cc1 | -1 | 10 | 6 | 27 | 0 | 2 | 12 | -4 | -6
O=C(O)CCCCCN=C1CCc2ccccc2N1 | 1 | -7 | 7 | -5 | 2 | -7 | -49 | 19 | 0
CCOc1cc(C(=O)NCC2CCCO2)cc(OCC)c1OCC (centres undefined) | 0 | -16 | -4 | -24 | 1 | -15 | -126 | 12 | -22
O=C(Nc1ccc(N2CCOCC2)cc1)NC1CCCCC1 | . | 1 | 3 | 10 | -1 | 1 | 5 | 13 | -4
O=C(CCc1nc(-c2ccccc2F)no1)NC1CCCCC1 | -6 | 0 | 3 | -2 | 4 | 0 | -5 | 4 | -6
COc1cccc(-c2csc3nc[nH]c(=O)c23)c1 | 0 | 7 | 4 | 5 | -5 | 7 | 8 | 6 | -10
CC(C(=O)O)c1ccc(-c2ccccc2)c(F)c1 (centres undefined) | -2 | 8 | 8 | 14 | -6 | 5 | 6 | 1 | 14
CN1CCN(CC(=O)N2c3ccccc3C(=O)Nc3cccnc32)CC1 | 9 | 20 | 9 | 11 | -4 | 6 | 15 | 3 | 12
O=C(Cc1c(O)c2ccccc2[nH]c1=O)NC1CCCCCC1 | 3 | 6 | 9 | 8 | 0 | 4 | 10 | 4 | 6
Cc1ccc(C)c(CN2CCCNC2=O)c1 | 1 | 1 | 5 | 3 | -3 | -2 | 3 | -2 | 11
c1ccc2c(c1)sc1nnnn12 | -5 | 1 | 8 | 4 | 0 | 8 | -10 | 14 | -4
CCOC(=O)N1CCN(C(=O)c2cccc(-n3c(=S)[nH]c4cc(Cl)ccc4c3=O)c2)CC1 | 15 | 8 | 5 | -1 | 0 | 0 | -14 | 8 | 8
CCCSc1nc2c(c(=O)n1CC)SC(C)C2 (centres undefined) | -7 | -1 | 4 | -7 | -4 | 3 | -43 | 27 | -9
CC(C)OC(=O)CSc1nnc(Cc2ccccc2)n1Cc1ccco1 | -4 | -4 | 3 | 8 | -1 | -10 | -16 | 4 | -6
O=C(O)c1csc(Br)c1Br | 12 | -3 | 10 | -8 | -1 | -1 | -34 | -4 | 4
COc1ccc(-n2c(N)c(C(=O)NCc3ccco3)c3nc4ccccc4nc32)c(OC)c1 | -64 | -10 | -7 | 5 | 4 | -9 | 0 | 12 | -9
COc1ccc(Cl)c(NCCC(=O)O)c1 | 20 | -4 | 3 | -6 | 7 | 4 | -26 | -16 | 21
COc1ccc(OC)c(S(=O)(=O)Nc2ccccc2F)c1 | -1 | -15 | 2 | -14 | -3 | -4 | -72 | 6 | -17
COC(=O)C1=C(NC(=O)c2cccc(C)c2)CCS1 | 20 | 7 | 19 | 6 | 3 | -2 | -1 | 7 | 0
N#Cc1ccc(OCC(=O)N2CCN(S(=O)(=O)c3cccs3)CC2)cc1 | 10 | 2 | 6 | 11 | 1 | -4 | 2 | 0 | 0
COc1cc(NC(=O)C2CCN(S(=O)(=O)c3cccc4nonc34)CC2)cc(OC)c1 | -10 | 4 | -1 | -2 | 1 | 2 | 1 | 22 | 0
CCOC(=O)c1ccc(Oc2nc(NC(C)(C)C)nc(N(C)C)n2)cc1 | 10 | 1 | 3 | 9 | 2 | 6 | 17 | 8 | 7
COc1cc2c(cc1OC)C(C(=O)O)C(c1ccc(C)o1)N(C)C2=O (centres undefined) | 4 | 9 | 6 | 9 | 3 | 5 | 17 | 6 | 10
COC(=O)C1=C(C)NC2=C(C(=O)CCC2)C1c1cccc(C)n1 (centres undefined) | -9 | 0 | 2 | -4 | -3 | 6 | -26 | 8 | 3
CN(C)c1nc(N)nc(Nc2ccccc2C#N)n1 | 5 | -2 | 7 | -5 | 1 | -1 | -16 | 7 | -7
CCC(=O)O[C@@H]1CC(=O)O[C@H](C)CC=CC=C[C@@H](O)[C@H](C)C[C@H](CC=O)[C@H](O[C@H]2O[C@H](C)[C@@H](O[C@H]3C[C@@](C)(O)[C@@H](OC(=O)CC)[C@H](C)O3)[C@H](N(C)C)[C@H]2O)[C@H]1OC | 8 | -1 | 6 | -14 | 1 | 5 | -29 | -20 | 17
CCOC(=O)C1=C(NC#N)OC(C)=C(C)C1c1ccc(O)cc1 (centres undefined) | -1 | 5 | 6 | 10 | 2 | 4 | 18 | 4 | -6

An excerpt of these results, with the structure last:
CatL inh | FXIa mix inh | Ec RNAP inh | CatG inh | CatB block | CatB mixtures | C1s inh | AP complement | CatS inh | SMILES
-5 | 1 | 8 | 4 | 0 | 8 | -10 | 14 | -4 | c1ccc2c(c1)sc1nnnn12
-7 | -1 | 4 | -7 | -4 | 3 | -43 | 27 | -9 | CCCSc1nc2c(c(=O)n1CC)SC(C)C2 (centres undefined)
-1 | -15 | 2 | -14 | -3 | -4 | -72 | 6 | -17 | COc1ccc(OC)c(S(=O)(=O)Nc2ccccc2F)c1
10 | 1 | 3 | 9 | 2 | 6 | 17 | 8 | 7 | CCOC(=O)c1ccc(Oc2nc(NC(C)(C)C)nc(N(C)C)n2)cc1

Copied from the list.
AP complement result of c1ccc2sc(N3CN(CCN4CCOCC4)CN(c4nc5ccccc5s4)C3)nc2c1 reads 24
CatS inh result of O=C(Nc1ccc(N2CCOCC2)cc1)NC1CCCCC1 reads -4
CatL inh result of O=C(Cn1c(=O)oc2ccccc21)Nc1ccc2c(c1)OCCO2 reads 9
CatB mixtures result of COc1ccc(Cl)c(NCCC(=O)O)c1 reads 4
CatL inh result of CC(C)OC(=O)CSc1nnc(Cc2ccccc2)n1Cc1ccco1 reads -4
CatB block result of CCOc1ccc(OCC)c(NC(=O)Cn2cccc2)c1 reads 0
CatL inh result of COc1cccc(-c2csc3nc[nH]c(=O)c23)c1 reads 0

(cont.)
mol | CatL inh | FXIa mix inh | Ec RNAP inh | CatG inh | CatB block | CatB mixtures | C1s inh | AP complement | CatS inh
Clc1ccccc1C1SCC2Nc3ccccc3CN21 (centres undefined) | 2 | 9 | 3 | 9 | 6 | 2 | 14 | 4 | -4
Cc1onc(-c2ccccc2)c1C(=O)Nc1cccc2nsnc12 | -3 | 2 | -4 | -8 | 0 | 2 | -34 | -7 | -6
N#Cc1c(F)cccc1N1CCOCC1 | -26 | -2 | 0 | 1 | -2 | 0 | -5 | 17 | 0
CCOC(=O)c1c(NS(=O)(=O)c2cccc(OC)c2)sc2c1CCC2 | -5 | 7 | 0 | -2 | 1 | -7 | -25 | -4 | -5
COc1ccc2c(c1)cc(C(=O)O)n2C | 4 | 6 | 3 | -32 | -2 | 3 | 9 | 13 | -4
COC(=O)c1[nH]c2ccccc2c1NC(=O)CN1CCN(c2cccc(Cl)c2)CC1 | -6 | 26 | 8 | 11 | 6 | 3 | -11 | 4 | 14
CCOc1ccc(-n2cc(C(=O)Nc3cccc(C)n3)c3cc(OC)c(OC)cc3c2=O)cc1 | 10 | -12 | 16 | -9 | 4 | 2 | -118 | -2 | 3
Cc1cc(NC(=O)CSc2ncnc3sc4c(c23)CCC(C)C4)no1 (centres undefined) | 21 | 19 | 7 | 12 | 1 | 5 | 18 | 4 | 12
Cc1ccc2c(c1)nnn2C1CCN(CC(=O)Nc2ccccc2N2CCOCC2)CC1 | 6 | -2 | -1 | 5 | 0 | 1 | -4 | 18 | -3
COc1ccc(-c2ccc(=O)n(Cc3cc(=O)n4ccccc4n3)n2)cc1 | -9 | -29 | 4 | -13 | -2 | -8 | -68 | 6 | -18
O=C(c1cnn2c(C(F)F)cc(C3CC3)nc12)N1CCOCC1 | 1 | 3 | 1 | -5 | 2 | 3 | 0 | 1 | -6
CC(=O)Oc1ccc2oc3c(c2c1)C(=O)CCC3 | -1 | 12 | 0 | 3 | -3 | 0 | 5 | 12 | 28
CCOc1ccccc1NC(=O)CSc1c(C)n[nH]c1C | 8 | 5 | 6 | 6 | 3 | 5 | 12 | 16 | -6

This is a subset (hit frequency here may not be typical).
